# High-throughput results from PubChem BioAssay.
# RBX1-CUL1 inh: human ROC1-CUL1 E3 ligase inhibition | in vitro K48 di-Ub FRET, acceptor:donor ratio, 45 min | 0.6% of 140,000 active | AID 1347404 | inhibition, % at 10 µM; in the data active = inhibition above about 25%
# Target sequence (P62877 whole entry, looked up): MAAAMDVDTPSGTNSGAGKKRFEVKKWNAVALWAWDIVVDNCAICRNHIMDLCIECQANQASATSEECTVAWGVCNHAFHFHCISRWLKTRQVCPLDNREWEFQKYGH
# Target sequence (Q13616 whole entry, looked up): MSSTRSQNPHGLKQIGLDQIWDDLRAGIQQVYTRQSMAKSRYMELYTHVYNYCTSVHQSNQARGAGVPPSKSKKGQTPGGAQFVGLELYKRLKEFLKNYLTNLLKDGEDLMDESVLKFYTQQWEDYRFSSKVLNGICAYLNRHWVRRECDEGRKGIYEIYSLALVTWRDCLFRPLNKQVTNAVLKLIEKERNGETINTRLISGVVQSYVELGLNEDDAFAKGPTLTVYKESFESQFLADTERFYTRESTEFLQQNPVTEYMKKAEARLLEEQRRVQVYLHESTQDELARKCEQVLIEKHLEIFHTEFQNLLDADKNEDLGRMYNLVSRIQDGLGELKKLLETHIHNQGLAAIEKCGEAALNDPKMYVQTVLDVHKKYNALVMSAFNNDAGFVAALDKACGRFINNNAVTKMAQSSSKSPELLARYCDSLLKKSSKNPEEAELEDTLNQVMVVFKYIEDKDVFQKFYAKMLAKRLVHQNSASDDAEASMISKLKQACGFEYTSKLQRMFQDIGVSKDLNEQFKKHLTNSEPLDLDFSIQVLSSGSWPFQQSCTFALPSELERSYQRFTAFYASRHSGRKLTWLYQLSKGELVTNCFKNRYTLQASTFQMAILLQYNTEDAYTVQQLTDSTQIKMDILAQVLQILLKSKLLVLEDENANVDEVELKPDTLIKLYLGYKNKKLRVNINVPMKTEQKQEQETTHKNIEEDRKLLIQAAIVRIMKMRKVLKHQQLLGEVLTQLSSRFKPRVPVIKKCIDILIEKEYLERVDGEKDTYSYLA
# An asterisk follows results filed as active.
SMILES,RBX1-CUL1 inh
Cc1cccc2sc(N(Cc3cccnc3)C(=O)CCOc3ccccc3)nc12,1
O=C(O)C1CC=CCC1Cc1ccccc1 (stereo not given),-9
COc1ccc(N2C(=O)C(=Nc3ccc(C)cc3C)C(Cl)C2=O)cc1 (stereo not given),9
Cc1oc(-c2ccsc2)nc1CN(C)C1CCOC1 (stereo not given),3
O=C(C1CC1)N1CCN(S(=O)(=O)c2ccccc2)CC1,5
CC(C)(C)NCC(O)COc1cc2ccccc2cc1OCC(O)CNC(C)(C)C (stereo not given),13
CN(C(=O)CCC(=O)O)C1CCCCC1,2
COc1ccc(C(=O)C(OC(=O)c2ccccc2Cl)c2ccccc2)cc1 (stereo not given),2
CC(=O)Nc1cccc(NC(=O)CS(=O)(=O)Cc2ccccc2)c1,-11
CC(C)(C)C1CCc2c(sc(NC(=O)c3ccc(Cl)cc3)c2C(=O)NCCO)C1 (stereo not given),5
CCOc1ccccc1/C=C1\SC(=Nc2cccc(Cl)c2C)NC1=O,26*
Cc1ccc(Cl)cc1N1CCN(CCCNC(=O)c2nnc(Cc3cccc(Cl)c3)o2)CC1,-2
C=CCNC(=O)c1ccc2c(c1)CCN2S(C)(=O)=O,14
COc1cccc(C(=O)NNC(=O)C2CC(C)=C(C)CC2C(=O)O)c1 (stereo not given),-13
NCCNc1ccc([N+](=O)[O-])c(NCCO)c1,-4
CC1=NC(C)=C(C(=O)OCCNC(=O)c2ccccc2O)C(c2ccccc2[N+](=O)[O-])C1C(=O)OCCNC(=O)c1cccnc1 (stereo not given),-4
COc1ccc(CCCNC(=O)c2ccc(N(C)C)nc2)cc1,10
Cc1ccc(N=C2c3ccccc3-c3nc4ccccc4cc32)cc1,-6
Cc1ccc2cc(C)c(Cl)nc2c1,2
O=C(NCCc1cc(=O)[nH]cn1)C1CCCCN1C(=O)c1ccccc1 (stereo not given),11
COCCNC(=O)CCCn1c(SCc2ccccc2C)nc2c(sc3ccccc32)c1=O,-6
CCN(CC)CCN(C)C(=O)c1cn(Cc2ccccc2Cl)nn1,-3
COc1ccc(OC)c(S(=O)(=O)N2Cc3ccccc3CC2C(=O)Nc2ccc(C)cc2C)c1 (stereo not given),-2
CCC(C(=O)Nc1ccc(CC(=O)O)cc1)c1ccccc1 (stereo not given),1
O=c1ccc(=O)n(-c2cccc(Cl)c2)[nH]1,6
CCOc1cccc(/C=C2\SC(=S)NC2=O)c1OC,-5
CCCCOc1ccc(-c2nonc2NC(=O)c2ccco2)cc1,-9
O=c1[nH]c(N2CCCCC2)nc2nccc(-c3ccccc3)c12,6
C=CCSc1nc(-c2cccc(OC)c2)nc2c1COC(C)(C)C2,5
O=C(NNC1NS(=O)(=O)C2CCCCC12)c1ccccc1Br (stereo not given),-10
COc1ccc(S(=O)(=O)NCC(c2ccc(N(C)C)cc2)N2CCCC2)cc1F (stereo not given),1
CC1SCCN1S(=O)(=O)c1ccc(F)cc1 (stereo not given),-1
CC(C)NC(=O)Cc1coc2ccc(C(C)(C)C)cc12,5
Cc1cnc2c(Cl)c(C(=O)N3CCCC(c4cc(=O)[nH]cn4)C3)nn2c1 (stereo not given),8
O=C(O)c1ccccc1-c1occ(C(=O)c2ccccc2)c1C(=O)O,9
O=C(CCS(=O)(=O)c1cccc2nonc12)Nc1cccc(F)c1,3

# An excerpt from above in order of the RBX1-CUL1 inh value, descending:
SMILES,RBX1-CUL1 inh
O=C(O)c1ccccc1-c1occ(C(=O)c2ccccc2)c1C(=O)O,9
Cc1cnc2c(Cl)c(C(=O)N3CCCC(c4cc(=O)[nH]cn4)C3)nn2c1 (stereo not given),8
O=c1[nH]c(N2CCCCC2)nc2nccc(-c3ccccc3)c12,6
C=CCSc1nc(-c2cccc(OC)c2)nc2c1COC(C)(C)C2,5
CCOc1cccc(/C=C2\SC(=S)NC2=O)c1OC,-5
CCCCOc1ccc(-c2nonc2NC(=O)c2ccco2)cc1,-9
O=C(NNC1NS(=O)(=O)C2CCCCC12)c1ccccc1Br (stereo not given),-10

# Carrying on.
SMILES,RBX1-CUL1 inh
COCCNc1ccc(-c2nc(-c3ccccc3C)no2)cn1,12
C=CCN(C(C)=O)c1nc(-c2ccccc2)cs1,1
O=C(c1c(Cl)cccc1Cl)N1CCN(c2ccc(Cl)cc2)CC1,-3
CCOc1ccc(Nc2oc(/C=C/c3cc(OC)c(OC)c(OC)c3)nc2C#N)cc1,9
O=S(=O)(c1ccc(-c2ncc(-c3ccccc3)o2)cc1)N1CCOCC1,3
O=C1COc2ccc(Cl)cc2N1C/C=C/c1ccccc1,3
COCCN1C(=O)NC(Cc2ccccc2Cl)(C2CCN(C(=O)/C=C/c3ccccn3)CC2)C1=O (stereo not given),-7
COc1ccccc1CNC(=O)C(=O)NCC(c1ccc2c(c1)OCO2)N1CCOCC1 (stereo not given),-3
Cc1ccc(C(=O)Nc2ccc(Cl)cc2C(=O)O)cc1C,3
CCCc1nccn1S(=O)(=O)c1cc(Br)ccc1OC,3
Cc1ccc(S(=O)(=O)c2nc(-c3cccs3)oc2SCC(=O)Nc2cc(C)cc(C)c2)cc1,-10
CC(C)CCSc1nc(N)c2c3c(sc2n1)COC(C)(C)C3,-9

# Another view of two compounds above.
SMILES: O=S(=O)(c1ccc(-c2ncc(-c3ccccc3)o2)cc1)N1CCOCC1
  RBX1-CUL1 inh = 3

SMILES: O=C1COc2ccc(Cl)cc2N1C/C=C/c1ccccc1
  RBX1-CUL1 inh = 3

# Other records.
SMILES,RBX1-CUL1 inh
O=C(c1ccc(NCC2CC2)nc1)N1CCCN(c2ncccn2)CC1,-2
CC(C)CNC(=O)c1ccccc1NC(=O)c1ccc(Cl)c(Cl)c1,7
CC(=O)Nc1ccc(Sc2ccccc2C(=O)O)cc1,-13
COc1ccc(-c2c3c(nc4sc(C(=O)Nc5ccc(C(C)=O)cc5)c(N)c24)C(=O)c2ccccc2-3)cc1,4
CC(=NNC(=O)CSc1nnc(CNc2ccc(C)cc2)n1-c1ccccc1)c1ccc2ccccc2c1,-13
CC(=O)c1nnc2c(-c3ccc(Cl)cc3)c(C)nn2c1C,13
O=c1[nH]c(=O)c2c(-c3ccc4ccccc4c3)ccnc2[nH]1,9
CC(C)(C)NC(=O)c1cnn2c(C(F)(F)F)cc(-c3cccs3)nc12,6
CC(=O)Nc1cccc(C2=Nc3ncnn3C(c3ccco3)C2)c1 (stereo not given),3
COc1cc(NC(=O)NC2CC(C)(C)NC(C)(C)C2)cc(OC)c1,3
NC(=O)c1sc2nc(C34CC5CC(CC(C5)C3)C4)ccc2c1N,0
COc1ccccc1-c1nnc(SCCOc2ccccc2C)o1,-4
CCC1CCCCN1CCCNC(=O)c1ccc2c(c1)N(Cc1cccc(Cl)c1)C(=O)c1ccccc1S2(=O)=O (stereo not given),-8
O=C(CC1(c2cccc(F)c2)CC(=O)N(Cc2cccnc2)C1=O)N1CCN(C2CCCC2)CC1 (stereo not given),6
O=[N+]([O-])c1cccc(C(F)(F)F)c1O,8
C1CCC2C(C1)N=C1SCCN12 (stereo not given),0
CCOc1ccc(CCNC(=O)Cn2ccc3cc(S(=O)(=O)N4CCCCCC4)ccc32)cc1,-5
O=S(=O)(NCCc1csc(-c2ccc(F)cc2)n1)c1ccc(Cl)cc1,3
Cc1sc2ncnc(SCC(=O)Nc3ccc4ccccc4c3)c2c1C,13
Cc1cc2c(cc1C)C(c1ccccc1Br)CC(=O)N2 (stereo not given),0
CCc1ccccc1NC(=O)Cn1nnc2sc3c(c2c1=O)CCC(C(C)(C)C)C3 (stereo not given),6
Cc1ccc(-c2nc(-c3cccs3)c(-c3cccs3)[nH]2)cc1,2
Cc1ccc2oc(C(=O)Nc3ccc(S(=O)(=O)N(C)c4ccccc4)cc3)cc(=O)c2c1,-3
Cc1ccccc1/C=C(/C#N)C(=O)N1CCN(C)CC1,6
CCCOc1ccc(NS(=O)(=O)c2ccc(N)cc2)cc1[N+](=O)[O-],9
CCn1c(=O)c2cc(C(=O)N(C)c3cc(C)ccc3C)sc2c2ccccc21,-5
O=C(N/N=C/c1ccc([N+](=O)[O-])o1)c1cc2c(ccc3ccccc32)o1,0
CCOC(=O)c1cnn(-c2cc(Oc3ccc(C)cc3)ncn2)c1C,0
Cc1c(CCC(=O)NCc2cccc(Cl)c2)c(=O)oc2c(C)c(O)ccc12,-1
COc1ccccc1N(CC(=O)Nc1ccccc1F)S(C)(=O)=O,1
O=C(c1cn(CCN2CCCCC2)nn1)N1CCCN(Cc2cccs2)CC1,5
O=C(c1cccnc1)N1N=C2CCCC2C1(O)C(F)(F)F (stereo not given),-8
COC1=NC(=N)C(S(=O)(=O)c2ccccc2)C(c2ccccc2)C1S(=O)(=O)c1ccccc1 (stereo not given),-5
CCC1=NN(C(=O)c2cccc(Cl)c2)C(O)(c2ccc(OC)cc2)C1 (stereo not given),-4
COC(=O)CN1C(=O)S/C(=C/c2ccc(Sc3nc4ccccc4[nH]3)o2)C1=O,-1
CCOc1ccccc1NC(=O)CSc1nc2c(oc3ccccc32)c(=O)n1C(C)C,-15
CCC(C)C(=O)Nc1cc(Cl)c(Cl)cc1Cl (stereo not given),-5
CCNCc1ccc(OC)c(OCC(O)CN(C)C(C)C)c1 (stereo not given),2
CC(C)NC(=O)c1nnn(-c2ccccc2)c1-c1ccco1,-6
CCN1CCC(NC(=O)Cc2c(F)cccc2Cl)CC1,-2
CCOC(=O)C1(CC2CC2)CCN(C(=O)C2CCCO2)CC1 (stereo not given),-7
CCOC(=O)c1ccccc1NC(=O)CN1C(=O)CC(c2ccccc2)Sc2ccccc21 (stereo not given),3
CN(Cc1n[nH]c2c1CCCCC2)Cc1c(C(=O)N2CCCC2)nc2sccn12,-1
COc1cccc(-c2cnnc(NCc3cc(C(C)(C)C)n[nH]3)n2)c1,6
COC(=O)C1=NCC(=O)Nc2ccccc21,-5
Cc1c(Cl)c([N+](=O)[O-])nn1Cc1cccc(C(=O)O)c1,-5
CCc1ccc(NC(=O)C2CCN(c3nnc(-n4c(C)ccc4C)s3)CC2)cc1,12
CCN(CC)C1CCN(Cc2c(C(=O)N3CCOCC3)nc3c(C)cccn23)C1 (stereo not given),4
Cc1ccc(CNC(=O)CSc2ccc(-c3sc(-c4ccccc4)nc3C)nn2)cc1,-1
Cc1[nH]n(Cc2ccccc2)c(=O)c1N=Nc1ccc(Cl)cc1,0
C=CCn1c(SCc2ccccc2)nc2sc3c(c2c1=O)CC(C)(C)OC3,-1
CCOC(=O)c1sc(NC(=O)c2ccco2)c(C#N)c1C,1
C=CCC1(CC=C)CCCN1C(=O)C1CCC(=O)N(CCCN2CCCC2=O)C1 (stereo not given),-1
S=C(NCCc1ccccn1)c1ccccc1,6
CCOc1ccccc1Nc1nc(-c2c(C)nc3ncccn23)cs1,5
CCOc1cc(C)c(C(C)C)cc1S(=O)(=O)N(C)C,6
O=C1CCC(CCC(=O)N2CCC(Oc3ccccc3Cl)CC2)(Cc2ccc(F)cc2)N1 (stereo not given),7
CC1CCc2c(sc3nc(-c4cc5ccccc5oc4=O)nc(Cl)c23)C1 (stereo not given),-3
CC1=Nc2ccccc2OC(C)(C)C1,0
CCCN1CCC(NC(=O)c2cc(Cl)cc(Cl)c2)CC1,5

# Further records
SMILES,RBX1-CUL1 inh
OC1(c2ccccc2)c2ccccc2-c2ncccc21 (stereo not given),-4
CN1CCC(CN(CCc2ccccc2)C(=O)C(c2cccnc2)N2CCOCC2)CC1 (stereo not given),7
CCOC(=O)c1c(C)[nH]c(C)c1S(=O)(=O)N1CCC(C(=O)NCc2cccc(OC)c2)CC1,-12
O=C(Nc1ccccc1)C1S(=O)(=O)CC(c2ccccc2)CS1(=O)=O (stereo not given),-2
CCOc1cc(/C=C2\SC(=Nc3cccc(Cl)c3C)NC2=O)cc(Br)c1OC,-1
CCc1ccc(N(CC)C(=O)CCn2cnc3onc(-c4ccc(F)cc4)c3c2=O)cc1,14
O=S(=O)(Nc1cccc(-c2ccc(N3CCCCCC3)nn2)c1)c1ccc(F)cc1,6
CCS(=O)(=O)Nc1ccc(F)c(Cl)c1,-1
O=C(Nc1ccc(Cl)cc1)c1ccc(Br)o1,3
Cc1ccc(S(=O)(=O)ON2C(=O)C3C4C=CC(C4)C3C2=O)cc1 (stereo not given),3
O=c1cc(Cc2cccnc2)nc2cc[nH]n12,0
CN1C(=O)CC(=NCCc2ccccc2)N(C)C1=O,-3

# In the list so far, these have a COOH group:
SMILES,RBX1-CUL1 inh
O=C(O)C1CC=CCC1Cc1ccccc1 (stereo not given),-9
CN(C(=O)CCC(=O)O)C1CCCCC1,2
COc1cccc(C(=O)NNC(=O)C2CC(C)=C(C)CC2C(=O)O)c1 (stereo not given),-13
CCC(C(=O)Nc1ccc(CC(=O)O)cc1)c1ccccc1 (stereo not given),1
O=C(O)c1ccccc1-c1occ(C(=O)c2ccccc2)c1C(=O)O,9
Cc1ccc(C(=O)Nc2ccc(Cl)cc2C(=O)O)cc1C,3
CC(=O)Nc1ccc(Sc2ccccc2C(=O)O)cc1,-13
Cc1c(Cl)c([N+](=O)[O-])nn1Cc1cccc(C(=O)O)c1,-5

# Continuation:
SMILES,RBX1-CUL1 inh
COc1ccc(S(N)(=O)=O)cc1C(N)=O,-3
COC(=O)C1=CN(CN2C=C(C(=O)OC)SCC2)CCS1,1
O=C(c1ccc2c(c1)OCCO2)N1CCN(c2ccc(F)cc2)CC1,-2
O=C(NCCS(=O)(=O)N1CCN(c2ccccc2F)CC1)C(c1ccccc1)c1ccccc1,1
Cc1nnc(-c2ccccc2)o1,1
COc1ccccc1C1CN(CCNC(=O)c2ccc(N3CCOCC3)cc2)Cc2ccccc2O1 (stereo not given),10
O=C(CC(Sc1ccc(Cl)cc1)c1ccc(Cl)cc1)c1ccccc1 (stereo not given),-1
CC1=Nc2ncnn2C(c2ccc[nH]2)C1C(=O)Nc1ccccc1C (stereo not given),9

# These rows are one share of the data; count on the stated rates, not on these rows.
